Compound activity deposited in PubChem by National Center for Advancing Translational Sciences (NCATS).
HttQ103 aggreg: mutant huntingtin aggregation inhibition | PC12 HttQ103-GFP aggregates, Acumen cytometry, 40 h | 220,000 compounds, 1.1% hits | AID 1688 | Potency, µM (doses to about 46.1 µM), for the others: at the top dose activity change, negative = inhibition, hits mostly inhibitors; also: potency is read from the fitted curve at half-maximal effect; % is scaled to controls: 0 for no effect and ±100 for the full control effect; nearly all actives have a fitted effect of over 60% in size
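PC12 cells with ecdysone-inducible HTT exon1 Q103-GFP, induced by 100 nM tebufenozide, given compounds in a concentration series. GFP aggregates (1–25 um, 6 SD above background) counted in lysates by laser-scanning cytometry, 488 nm excitation.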
HTT cytoprotect: Huntington cell model cytoprotection by ATP luminescence | Potency, µM (series often up to 56.4 µM), for the others: cytoprotection (ATP increase), hits mostly activators | 230,000 compounds, 0.14% hits | AID 1471 | PC12 HTT-Q103 induced, cytoprotection, ATP luminescence, 40 h;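 also: potency is read from the fitted curve at half-maximal effect; % of control where 0% means no effect; nearly all actives have a fitted effect of over 45% in size; toxic huntingtin expression switched on by the ecdysone agonist tebufenozide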
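Readout: ATPlite luminescence (ATP level). Model: stable PC12, inducible Htt exon1 Q103-GFP. Inducer: tebufenozide, 100 nM final. Compounds: dose series. No G418 in medium.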
Luc counter: counter-screen: inhibitors of Kinase-Glo firefly luciferase. Kinase-Glo luciferase, ATP luminescence, 8 min. Potency, µM (titrated, usually from 38.3 µM), for the others: at the highest dose activity change, negative = inhibition, hits mostly inhibitors. 200,000 compounds, 0.28% hits. Q27757. AID 1379; also: potency is read from the fitted curve at half-maximal effect; % is scaled to controls: 0 for no effect and ±100 for the full control effect; nearly all actives have a fitted effect of over 60% in size
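Compound is pinned into ATP-containing buffer (10 uM ATP, imidazole pH 7.2, 7 mM MgCl2). Kinase-Glo luciferase reagent is then added. Light output is recorded following an 8-min room-temperature incubation.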
IMPase Li cell: IMPase inhibition in cells with lithium potentiation; AID 1457; CHO-M1 cells, IP1 TR-FRET (IP-One), carbachol + lithium; Potency, µM (series often up to 59.4 µM), inactives show top-dose activity, negative = IMPase inhibition, hits mostly inhibitors; 210,000 compounds, 0.35% hits;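 also: IP1 builds up when IMPase is blocked and the TR-FRET signal falls; potency is read from the fitted curve at half-maximal effect; plate controls were basal vehicle for no effect and high inhibitor control for full effect; nearly all actives have a fitted effect of over 50% in size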
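Concentration–response in CHO-M1 cells, lithium-potentiated; 30 min at 37C. IP1 detected by competitive TR-FRET after 10 min lysis at RT. Hill-fitted AC50.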
Lamin A splicing: changes lamin A minigene splicing in HeLa cells; AID 1487; Potency, µM (titrated, usually from 46.1 µM), without a hit: at the top dose ratio change, negative = inhibition, hits mostly inhibitors; HeLa LMNA splicing GFP/RFP minigene ratio, 48 h; 200,000 compounds, 0.01% hits; active = well fitted inhibition curve with a large enough effect in the signal ratio, with a control signal flat, not every such curve was filed as active; inconclusive = small, poorly fitted or top-dose-only effect, or effect the other way, or a change in a side signal; the % refers to the signal ratio; also: potency is read from the fitted curve at half-maximal effect; % is scaled to controls: 0 for no effect and ±100 for the full control effect
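S3 HeLa stable clones carrying a lamin A-EGFP splicing minigene plus DsRed2 were seeded at 600 cells/well in Opti-MEM with 2% FBS, pin-dosed and incubated 48 h at 37°C. Acumen cytometry (488 nm) gave the GFP/RFP total-intensity ratio.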
SMN2 splice up: SMN2 splice variant enhancement; Potency, µM (series often up to 46.1 µM), for inactives: at the highest dose activity change, positive = activation, actives largely listed as activators; 210,000 compounds, 2.8% hits; HEK293 SMN2-luciferase splicing reporter, luminescence, 30-36 h; AID 1458; also: potency is read from the fitted curve at half-maximal effect; % of control where 0% means no effect; nearly all actives have a fitted effect of over 55% in size
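HEK293 cells carry an SMN2 minigene-luciferase reporter in which exon 7 inclusion puts luciferase in frame. Cells were seeded at 2000 cells/well, attached for 10-12 hours, then exposed to compounds for 30-36 hours at 37C before ONE-Glo luminescence.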
CBFb-RUNX1 inh: inhibitors of human CBF-beta and RUNX1 interaction. Q01196+Q13951. AlphaScreen CBFb-His/RUNX1-biotin binding, biochemical. Potency, µM (highest dose often 59.8 µM), for inactives: at the highest dose activity, negative = inhibition, usual class: inhibitors. 230,000 tested, under 10 active. AID 1477; also: % of control where 0% means no effect
Target sequence (Q01196 whole entry, looked up): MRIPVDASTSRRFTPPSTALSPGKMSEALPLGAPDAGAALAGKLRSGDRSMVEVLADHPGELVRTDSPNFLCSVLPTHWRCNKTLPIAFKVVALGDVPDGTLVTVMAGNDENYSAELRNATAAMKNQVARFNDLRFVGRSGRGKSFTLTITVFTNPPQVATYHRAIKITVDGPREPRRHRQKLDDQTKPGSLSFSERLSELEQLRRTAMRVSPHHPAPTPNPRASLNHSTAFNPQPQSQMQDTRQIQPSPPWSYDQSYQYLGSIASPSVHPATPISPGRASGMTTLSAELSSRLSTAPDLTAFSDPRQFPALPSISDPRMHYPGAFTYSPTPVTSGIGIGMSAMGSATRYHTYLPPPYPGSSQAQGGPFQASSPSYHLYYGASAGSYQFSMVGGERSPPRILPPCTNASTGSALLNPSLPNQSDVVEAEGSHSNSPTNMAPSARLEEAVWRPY
Target sequence (Q13951 whole entry, looked up): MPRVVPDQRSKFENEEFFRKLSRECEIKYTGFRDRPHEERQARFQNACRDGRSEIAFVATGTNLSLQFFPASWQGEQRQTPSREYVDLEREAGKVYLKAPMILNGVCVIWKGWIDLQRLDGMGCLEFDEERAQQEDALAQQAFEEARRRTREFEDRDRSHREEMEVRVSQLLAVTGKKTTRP
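CBFb-His/RUNX1-biotin, 30 nM each, preincubated 20 min RT; compound 15 min RT; Ni + streptavidin beads 50 ng each, 90 min RT; AlphaScreen read.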
Numbers without * were called inactive; ? = inconclusive; . = no result given; & = joins results of further samples; [ ] = remark or other dose. Unless noted, calls follow the shape of the dose curve; as a rule, active = well fitted curve in the direction sought with a large enough effect; inconclusive = small, poorly fitted or top-dose-only effect, or another doubt; inactive = no such curve, though single readings can be large; an effect the other way counts as inactive or inconclusive.

structure	SMN2 splice up	IMPase Li cell	Lamin A splicing	HttQ103 aggreg	Luc counter	HTT cytoprotect	CBFb-RUNX1 inh
CC(CNC(=O)C(C)C)NC(=O)C(C)C (centres undefined)	-7%	29%[38.3 µM]	7%	-3%	-2%	-3%	2%
O=C(CSCCO)N1CCc2ccccc21	23%	14%[38.3 µM]	0%	0%	3%	12%	3%
CCN(CC)C(=O)CSc1nnc2nnc3cc(Cl)ccc3n12	.	.	.	-24%[9.22 µM]	.	-3%[10 µM]	-2%
Cc1ccc(NS(=O)(=O)c2ccc(NC(=O)C3CCCO3)cc2)cc1 (centres undefined)	.	43%[38.3 µM]	?	?	9%	-2%	-6%
O=C(CC(C(=O)N1CCc2ccccc21)n1ccnc1)NCc1cccnc1 (centres undefined)	2%	-6%	-5%	-1%	2%	16%[10 µM]	-11%
CC1=C(C(=O)Nc2ccc(C)cc2C)C(c2cccs2)NC(=S)N1 (centres undefined)	7%	15%[38.3 µM]	-16%	?	2%	-7%[10 µM]	6%
Cn1cnnc1Sc1ccc(C(=O)NCCC23CC4CC(CC(C4)C2)C3)cc1[N+](=O)[O-]	-18%	19%	-16%	-8%	2%	-12%[1.9 µM]	-3%
COc1ccc(OC)c(NC(=O)C2C3CCC(C3=C(C)C)C2C(=O)O)c1 (centres undefined)	-8%	-2%	-16%	10%	-1%	-5%	-13%
Cc1cc(/C=C(/C#N)c2cccc(F)c2)c(C)n1-c1cccnc1	11µM*	20%[38.3 µM]	?	?	-3%	8%[10 µM]	-17%
Cc1cc(C(F)F)nn1CC(=O)NCc1ccccc1F	5%	5%	-7%	-12%	1%	9%[10 µM]	1%
O=c1[nH]c2ccccc2[n+]([O-])c1-c1ccccc1	-1%	0%	-11%[46 µM]	-2%	-3%	-6%	4%
O=C(CCC1CCCCC1)N1CCN(Cc2ccc3c(c2)OCO3)CC1	-41%[inhibitor]	15%	?	-8%	-2%	-5%[10 µM]	14%
CCC1C(=O)NCCN1Cc1nc(-c2ccc(C)s2)oc1C (centres undefined)	.	8%	?	-6%[9.22 µM]	-2%	22%[10 µM]	4%
CCCCCn1c(C(Cc2ccccc2)NC(C)=O)nc2ccccc21 (centres undefined)	-10%	14%[38.3 µM]	3%	-23%	2%	-18%[10 µM]	4%
Cc1ccc(C(=O)CSC2=NC(N)=C(C#N)C3(CCCCC3)C2C(N)=O)cc1 (centres undefined)	0%	5%[38.3 µM]	?	.	2%	16%[10 µM]	-22%
COc1ccc(-c2nn(-c3ccccc3)cc2/C=C/C(=O)OCC(=O)Nc2cccc(C#N)c2)cc1	-11%	-26%	?	4%	9%	6%[10 µM]	-5%
NC(=O)c1c(NC(=O)CSc2nnc(-c3ccco3)n2N)sc2c1CCCC2	11%	19%[38.3 µM]	-1%	?	-1%	-27%	?
Cc1cc(NC(=O)c2cc(C(C)C)on2)nn1Cc1ccc(Cl)cc1	-67%[inhibitor]	6%[38.3 µM]	-9%	?	4%	11%	6%
C=COCCn1c(=N)n(CCC)c2ccccc21	.	.	2%	?	.	-64%[inhibitor]	3%
Cc1ncc2c(c1OC(=O)c1ccccc1)COC(C)(C)OC2	28%	6%[38.3 µM]	19%	0%	15%	-12%[10 µM]	-6%
CCOC(=O)c1oc2ccc(S(=O)(=O)N3CCC(C)CC3)cc2c1C	-23%	3%[38.3 µM]	2%	-19%	1%	-8%[0.074 µM]	3%
O=S(=O)(Nc1ccccc1F)c1ccc2nsnc2c1	25%	35%[38.3 µM]	8%	-7%	2%	-7%	0%
Cn1cc(Br)c(C(=O)Nc2sc3c(c2C(N)=O)CCC3)n1	41%	-18%[38.3 µM]	-4%	-13%	-7%	-27%	3%
Cc1ccc(-c2n[nH]c(=O)c3ccccc23)cc1N	-24%	8%[38.3 µM]	?	3%	-1%	-43%[inhibitor]	4%
COc1ccc(-c2nc(CN3CCN(c4ncccn4)CC3)c(C)o2)cc1C	.	11%	10%[46 µM]	-12%[9.22 µM]	0%	5%[10 µM]	0%
COc1cc(NS(=O)(=O)c2ccc(N)cc2)ncn1	8%	-3%&9%&-7%	-17%[46 µM]	-3%	5%	?	9%
CC(C)N1C(=O)N(c2ccccc2)C(C)(O)CC1(C)C (centres undefined)	1%	1%	-9%	-9%	2%	-5%[10 µM]	-2%
Cc1nc(CC(=O)c2ccc(O)cc2O)cs1	-29%	13%[38.3 µM]	-12%	2%	-2%	-13%	-1%
COc1cccc(-c2nc3n(n2)C(c2cccs2)C(C(=O)Nc2cccnc2)=C(C)N3)c1 (centres undefined)	10%	21%[38.3 µM]	?	-14%	-1%	-11%[10 µM]	18%
CC1(C)CC1C(=O)N/C(=C/CCCCSCC(N)C(=O)O)C(=O)O (centres undefined)	.	.	.	-4%	.	2%	?
O=C(COc1cccnc1[N+](=O)[O-])Nc1ccc2c(c1)OCO2	.	1%	.	1%[9.22 µM]	.	14%[10 µM]	5%
COc1cc(/C=C2\SC(=O)N(c3cccc(Cl)c3)C2=O)cc([N+](=O)[O-])c1O	.	13%	.	18%[9.22 µM]	-1%	15%[10 µM]	0%
CCCc1cc(C(=O)NCc2cccnc2)no1	-3%	3%[38.3 µM]	3%	10%	-1%	-14%	-1%
CCN(C(=O)CSc1ccc2ccccc2n1)C1CCS(=O)(=O)C1 (centres undefined)	-13%	2%	-17%[46 µM]	-6%	3%	-5%[10 µM]	16%
O=C1CCN(C(=O)c2ccccc2)C2CCCCC12 (centres undefined)	.	18%[38.3 µM]	4%	-17%	5%	15%	4%
CCCCc1nc2c(c3c1C[C@H](C)OC3)CN(C(=O)NCc1ccco1)CC2	-9%[9.22 µM]	6%	17%[9.22 µM]	.	-3%[7.66 µM]	8%[10 µM]	3%[13.1 µM]
Cc1ccc2cc(C(=O)O)c(C)nc2c1	-6%	-12%[38.3 µM]	9%	5%	-4%	-9%	5%
CCOC(=O)CC(=O)Nc1nnc(CC(C)C)s1	10%	14%[38.3 µM]	-1%	-19%	0%	-6%[10 µM]	3%
Cc1nc(C)c(-c2ccnc(/N=C/NO)n2)s1	.	.	.	-2%[9.22 µM]	.	29%[10 µM]	1%
N#C/C(=C\c1ccc(C(=O)O)cc1)S(=O)(=O)c1cc(Br)ccc1Br	-5%	1%	?	2%	0%	-14%	?

Quoted from the entries so far for reference:
structure	SMN2 splice up	IMPase Li cell	Lamin A splicing	HttQ103 aggreg	Luc counter	HTT cytoprotect	CBFb-RUNX1 inh
O=C1CCN(C(=O)c2ccccc2)C2CCCCC12 (centres undefined)	.	18%[38.3 µM]	4%	-17%	5%	15%	4%
CCCCc1nc2c(c3c1C[C@H](C)OC3)CN(C(=O)NCc1ccco1)CC2	-9%[9.22 µM]	6%	17%[9.22 µM]	.	-3%[7.66 µM]	8%[10 µM]	3%[13.1 µM]
Cc1ccc2cc(C(=O)O)c(C)nc2c1	-6%	-12%[38.3 µM]	9%	5%	-4%	-9%	5%
CCOC(=O)CC(=O)Nc1nnc(CC(C)C)s1	10%	14%[38.3 µM]	-1%	-19%	0%	-6%[10 µM]	3%

Further structures follow:
structure	SMN2 splice up	IMPase Li cell	Lamin A splicing	HttQ103 aggreg	Luc counter	HTT cytoprotect	CBFb-RUNX1 inh
Cc1nnc(SCC(=O)Nc2ccccc2C(=O)NC2CC2)s1	17%	1%	-6%	-11%	3%	-14%[10 µM]	4%
CC(=NCc1ccco1)c1c(C(F)(F)F)[nH]n(-c2nc3ccccc3s2)c1=O	13%	49%[activator][38.3 µM]	?	?	8.9µM*	-76%[inhibitor]	0%
Cc1cc(N/N=C/c2ccc(Cl)cc2Cl)nc(NCc2ccccc2)n1	-49%[inhibitor]	21%	?	?	-4%	-23%[10 µM]	23%
N#C/C(=C/c1ccc(N2CCOCC2)o1)c1nc2ccccc2[nH]1	2µM*	29%	?	-7%	-19%	1%[10 µM]	-13%
COc1cc(C(=O)NC(=S)N(C)Cc2ccccc2)cc(OC)c1OC	-1%	2%	.	-16%	-1%	-27%	-1%
COc1ccc(NC(=O)c2cccnc2NCCc2ccccc2)cc1	-12%[1.84 µM]	13%	-7%	12%	1%	-6%[10 µM]	9%
CCCC(C)C(=O)NCc1ccc2c(c1)OCO2 (centres undefined)	4%	-2%[38.3 µM]	-6%	-6%	1%	8%	-2%
CCOC(=O)C1CCN(C(=O)CN(c2ccc(OC)cc2)S(=O)(=O)c2c(C)nn(C)c2C)CC1	3%	4%[38.3 µM]	1%	15%	1%	5%	1%
O=C(COC(=O)c1ccc(Cl)c(S(=O)(=O)N2CCCCC2)c1)NCC1CCCO1 (centres undefined)	.	-2%	.	1%	.	-19%	0%
CC[N+](C)(CC)CC(=O)OCC1C(C)C=C(C)CC1C (centres undefined)	.	.	.	32%[9.22 µM]	.	24%[10 µM]	7%
O=[N+]([O-])c1cccc(/C([O-])=C(/C(=S)Nc2ccccc2)[n+]2ccccc2)c1	2%	9%	?	-5%	-2%	-12%[10 µM]	5%
Cc1ccc(C(=O)Nc2nnc(-c3ccncc3)o2)cc1	-59%[inhibitor]	-6%	0%[46 µM]	-2%	-7%	-48%[inhibitor]	-6%
Cc1ccc(SCCC(=O)NCCSCc2ccco2)cc1	1%	4%	-15%[46 µM]	26%	4%	-32%[inhibitor]	6%
O=C(NCc1ccco1)c1ccccc1Nc1ccc(F)cc1	12%	37%[activator][38.3 µM]	18%	?	1%	-13%[10 µM]	-5%
CCn1nc(C)c(NS(=O)(=O)c2ccccc2)c1C	-42%[inhibitor]	23%[38.3 µM]	5%	-16%	0%	7%	-1%
Cc1c(O)c(CN2CCCC2)cc2c3c(c(=O)oc12)CCC3	-29%	-24%[38.3 µM]	-3%	17%	9%	1%	0%
CNC(=S)N(CCc1ccc(OC)c(OC)c1)Cc1cc2c(C)cc(C)cc2[nH]c1=O	-5%	4%	-16%	?	-1%	-6%[10 µM]	1%
O=C(CN1CCN(c2ccc(O)cc2)CC1)Nc1ccc(SC(F)F)cc1	-6%[1.84 µM]	15%	?	-15%	-2%	7%[10 µM]	-16%
